Screening results deposited in PubChem by Southern Research Specialized Biocontainment Screening Center.
PhoP GFP inhibition: PhoP regulon inhibitors, Salmonella typhi PhoP promoter GFP reporter, confirmatory (AID 1850); 0.33% of 310,000 active; inhibition, % at 50 µM; hits with a dose series show IC50 in µM; Salmonella Typhi PhoP-promoter GFP reporter, fluorescence, 4 h; higher % means a stronger effect; in the data active = a potency from the dose series; inconclusive = inhibition mostly from about 25% at the one dose, without a potency; inactive = the rest, 99 in 100 with inhibition below about 19%;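 note: 0% = induced wells with vehicle and 100% = uninduced wells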
tuberculosis growth: growth inhibition of non-replicating M. tuberculosis (AID 488890); 0.39% of 320,000 active; Mycobacterium tuberculosis non-replicating, growth inhibition; higher % means a stronger effect; inhibition, % at 25 µM; hits with a dose series show IC50 in µM; in the data active = a potency from the dose series; inconclusive = inhibition mostly from about 82% at the one dose, without a potency; inactive = the rest, 99 in 100 with inhibition below about 76%;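 note: plate controls were DMSO cells for no effect and high antibiotic wells for full effect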
H1N1 NS1A inhibition: H1N1 influenza NS1A inhibitors, functional cell based assay (AID 504329); NS1A functional cell-based assay, percent inhibition; higher % means a stronger effect; inhibition, % at 12.5 µM, or IC50 in µM where a hit was titrated; 0.3% of 340,000 active; in the data active = a potency from the dose series; inconclusive = inhibition above about 27% without an active follow-up result; note: strong numbers were not always called active
VEEV TC-83 Vero: inhibitors of VEEV TC-83 cytopathic effect, confirmation, Vero cells (AID 588727) | Vero cells, VEEV TC-83 cytopathic effect inhibition; higher % means a stronger effect | one-dose inhibition, % at 20 µM; IC50 in µM for titrated hits | 0.13% of 350,000 active; in the data active = a potency from the dose series; inconclusive = inhibition mostly from about 14% at the one dose, without a potency; inactive = the rest, 99 in 100 with inhibition below about 12%; note: strong numbers were not always called active
H37Rv inhibition: M. tuberculosis growth inhibition, HTS (AID 449762). M. tuberculosis H37Rv growth inhibition, 7H9 media; higher % means a stronger effect. inhibition, % at 25 µM; hits with a dose series show IC50 in µM. 0.59% of 330,000 active; in the data active = a potency from the dose series; inconclusive = inhibition above about 70% without an active follow-up result;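 note: bacterial growth assessed after seven days of incubation; strong numbers were not always called active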
VEEV TC-83 Vero 10K pilot screen: second read-out of VEEV TC-83 Vero, no call of its own (marks repeat the call); inhibition, %; measured here: 10K pilot screen inhibition
* hit, by the source's call; i = inactive; ? = inconclusive; nt = not tested or not shown.

SMILES	PhoP GFP inhibition	tuberculosis growth	H1N1 NS1A inhibition	VEEV TC-83 Vero	H37Rv inhibition	others
Cc1cccc2cc(CN(CCN3CCOCC3)C(=O)NCc3ccccc3)c(=O)[nH]c12	-16.1%	-16.4%	-19.8%	?	-0.5%
Cc1ccccc1NC(=O)Nc1cc(-c2ccccc2)nn1C	14.0%	-14.1%	-0.9%	0.5%	-11.8%
O=C(CCn1nnnc1CN1CCOCC1)N1CCC(c2ccccc2Cl)C1 (stereo unspecified)	-11.9%	13.5%	-11.3%	3.9%	-21.7%
COc1ccc(C(c2c(O)nc[nH]c2=O)c2c(O)nc[nH]c2=O)cc1	3.9%	-16.1%	nt	nt	-13.7%
CSc1ncccc1C(=O)OCC(=O)c1cc(C)n(CC2CCCO2)c1C (stereo unspecified)	4.9%	15.8%	-4.4%	3.9%	1.9%
Cn1c2c(c(=O)n(C)c1=O)C(c1cc3c(cc1Br)OCO3)CC(=O)N2 (stereo unspecified)	nt	nt	5.8%	i	0.2%
N#Cc1nc(/C=C/c2ccccc2)oc1NCCCN1CCOCC1	-2.1%	7.3%	-1.6%	2.7%	-3.6%
CN1C2CCC1CC(OC(=O)c1cc(Cl)cc(Cl)c1)C2 (stereo unspecified)	14.4%	5.1%	-3.4%	3.9%	3.4%
CC[C@@]1(C(=O)OC)N[C@H](CN(C)C(=O)Nc2ccc(F)cc2)[C@@H]2C(=O)N(C)C(=O)[C@@H]21	nt	-6.0%	-10.5%	0.6%	8.6%
O=C(O)/C=C/C(=O)Nc1ccc(OCc2ccccc2)cc1	1.2%	35.3%	-4.0%	0.5%	5.8%
CC(=O)N1CN(C2CCS(=O)(=O)C2)Cc2c1sc1c2CCCC1 (stereo unspecified)	5.9%	2.8%	3.8%	i	-5.7%
O=C(/C=C/c1ccc2c(c1)OCO2)N1CCOCC1	-2.0%	11.1%	6.0%	1.1%	-9.4%
Cc1cnc(=O)[nH]c1SCC(=O)Nc1nccs1	9.1%	-11.7%	-14.0%	3.7%	-13.9%
c1csc(CNc2ncnc3nc[nH]c23)c1	3.2%	nt	18.5%	0.2%	1.1%
O=C(c1ccc2nccnc2c1)N1CCN(Cc2ccc3c(c2)OCO3)CC1	-7.4%	4.5%	-7.9%	i	0.5%
CC(C)COP(=O)(OCC(C)C)C(O)c1ccccc1F (stereo unspecified)	-6.4%	-2.0%	2.6%	1.9%	-2.7%
O=S1(=O)C[C@@H](O)[C@@H](Nc2ccccc2)C1	-0.7%	-6.5%	nt	1.9%	-0.3%
CC(OC(=O)c1ccccc1NS(=O)(=O)c1cccc(N)c1)C(=O)N(C)Cc1ccccc1 (stereo unspecified)	-4.6%	12.0%	-4.8%	6.3%	2.6%
CC(C)N(C(=O)Cn1cc(SCC(=O)NCc2ccco2)c2ccccc21)C(C)C	1.7%	3.7%	1.3%	i	-0.3%
COc1ccccc1N(CC(=O)NC(C)(C)C)C(=O)c1ccc(Cl)nc1	11.8%	-7.7%	-7.4%	0.5%	-7.3%
COc1ccc(S(=O)(=O)Nc2cccc(-n3cnnn3)c2)cc1	0.0%	0.7%	-6.9%	3.2%	-7.0%
O=C(O)C1CCCCC1C(=O)NCCc1ccc(F)cc1 (stereo unspecified)	-17.5%	-5.2%	-0.3%	0.4%	3.0%
COc1ccc(NC(=O)Nc2ccccc2F)c([N+](=O)[O-])c1	-3.1%	21.1%	9.7%	i	2.4%	VEEV TC-83 Vero 10K pilot screen=0.3
O=C(Nc1ccc(N2CCN(C(=O)c3ccco3)CC2)cc1)c1ccccc1	0.5%	16.9%	-1.9%	2.1%	2.0%
O=C(N/N=C1\CCCCc2ccccc21)c1ccccn1	6.4%	?	-16.1%	i	?
CCc1nnc(NC(=O)c2cccc(S(=O)(=O)N3CCCC3)c2)s1	5.2%	1.2%	7.6%	0.8%	-0.3%
O=S(=O)(c1ccccc1)N1CCN(Cc2cccc(Br)c2)CC1	-9.6%	5.3%	nt	i	6.3%
COc1ccc(N=CC2=C(O)CC(c3ccccc3)CC2=O)c(OC)c1 (stereo unspecified)	4.5%	26.8%	-6.6%	9.4%	-6.3%
COc1ccc(-c2nc3ccccc3c(=O)n2CCc2ccc(O)cc2)cc1	3.3%	19.7%	-3.5%	10.5%	8.0%
CC(=O)c1ccc2c(c1)CCN2	nt	nt	-7.7%	1.2%	nt
Cc1ccc(OC(=O)COc2ccccc2)c(-n2nc3ccccc3n2)c1	-1.1%	22.1%	-8.2%	0.4%	1.4%
CCCCCCn1c(=O)c(C(=O)Nc2nnc(C)s2)c(O)c2ccccc21	-9.9%	4.29µM*	nt	nt	?
Cc1ccc(SCc2ccc(C(=O)NCc3cccnc3)cc2)cc1	-7.2%	74.5%	5.8%	i	-5.7%
CCC(C(=O)OC)n1cnc2c(cnn2-c2ccc(Cl)cc2)c1=O (stereo unspecified)	-6.3%	-5.2%	1.6%	0.3%	-6.2%
CC(=O)NC(CC(=O)Nc1ccc(S(=O)(=O)Nc2nccs2)cc1)c1ccccc1 (stereo unspecified)	nt	nt	9.5%	0.3%	nt
COCCCNC(=O)CN1C(=O)CSc2ccc(S(=O)(=O)N3CCOCC3)cc21	1.2%	-3.8%	1.1%	2.9%	0.8%
CC(C)n1ncc2c(C(=O)Nc3ccc(S(C)(=O)=O)cc3)cc(C3CC3)nc21	nt	12.2%	-10.0%	6.5%	2.0%
N#Cc1c(Cl)nsc1NCCN1CCOCC1	6.3%	-14.7%	-6.4%	1.9%	-4.6%
COc1ccc(N2CCN(c3nc4c(c(=O)n(C)c(=O)n4C)n3CCCc3ccccc3)CC2)cc1	2.8%	8.7%	-32.5%	0.5%	0.4%
CC1S/C(=N/N=C/c2ccco2)N(Cc2ccc(F)cc2)C1=O (stereo unspecified)	2.8%	29.7%	-0.8%	0.5%	17.1%
CC(C)(C)c1ccc(-c2noc(-c3ccno3)n2)cc1	-7.2%	2.3%	-18.9%	1.2%	3.0%
O=C1CN(S(=O)(=O)c2cccc(Cl)c2Cl)CCN1	nt	nt	-13.1%	2.1%	nt
CC(Cc1ccccc1)N1CCCC1=O (stereo unspecified)	nt	nt	-1.9%	i	nt
COc1ccc(S(=O)(=O)Nc2cc(S(=O)(=O)N3CCOCC3)ccc2OC)cc1	nt	10.6%	-3.9%	1.8%	8.3%
COCCN1C(=O)N[C@@H](c2cccc(C(F)(F)F)c2)[C@H](C(=O)OC)[C@H]1C	-21.0%	-5.8%	-6.0%	i	1.7%
COc1ccccc1C1C(C#N)=C(N)Oc2c1c(-c1ccccc1)nn2-c1ccccc1 (stereo unspecified)	17.0%	7.8%	-1.4%	1.9%	4.2%
CC(=O)c1ccc(Sc2ccccc2)cc1	5.0%	59.4%	-14.5%	1.1%	-1.6%
O=C(NCc1ccccc1F)c1ccc2c(c1)OCO2	-2.5%	55.2%	20.2%	1.3%	-0.2%
CC(C)c1nc(SCC(=O)NC(=O)NC(C)(C)C)n[nH]1	8.7%	-2.2%	0.6%	i	2.8%
COc1cccc(NC(=O)CN(C)C(=O)c2ccc(-c3cccc(C(F)(F)F)c3)o2)c1	2.8%	1.6%	-12.4%	4.8%	-4.8%
COc1cccc(NC(=O)Cn2c(CCC(=O)O)ccc2-c2ccc(Cl)cc2)c1	-0.7%	5.1%	-1.4%	0.3%	-1.1%
CC1CCCN(C(=O)Cn2nnc(-c3ccc(S(C)(=O)=O)cc3)n2)C1 (stereo unspecified)	-5.2%	-13.2%	-25.8%	0.7%	-3.8%
O=C(NC1CC2CCCC(C1)N2Cc1ccccc1)c1cccc(F)c1 (stereo unspecified)	-5.8%	7.0%	1.2%	i	5.5%
COC(=O)CNC(=O)COC(=O)/C=C/c1ccc2ccccc2n1	2.3%	?	-20.8%	i	?
Cc1csc2ncc(C(=O)N3CCCc4ccccc43)c(=O)n12	3.6%	-4.0%	-9.3%	0.9%	-8.0%
CC(=O)Nc1cc[n+](CC(=O)c2cccc([N+](=O)[O-])c2)cc1	4.9%	0.1%	-3.9%	6.55µM*	-3.1%
Cc1ccccc1CNC(=O)COc1ccccc1	-1.5%	70.8%	-25.6%	0.1%	9.7%
CC(C)(C)NC(=O)Cn1nnc(-c2cccs2)n1	-2.1%	1.2%	3.3%	0.4%	0.9%
CCn1c(SCC(=O)Nc2cc(OC)ccc2OC)nc2c(c1=O)SCC2	2.7%	2.0%	-4.6%	9.3%	-1.3%
CC(C)(C)NC(=S)N/N=C/c1c(Cl)cccc1Cl	1.1%	-4.9%	-17.8%	i	5.5%
(more compounds)
SMILES	PhoP GFP inhibition	tuberculosis growth	H1N1 NS1A inhibition	VEEV TC-83 Vero	H37Rv inhibition	others
CCS(=O)(=O)N1CCC(C(=O)NCc2ccc3c(c2)OCO3)CC1	12.2%	13.0%	-5.8%	1.2%	0.7%
COC(=O)c1c(C)[nH]c(C=O)c1-c1ccccc1	-2.1%	-1.6%	nt	1.5%	-1.2%
O=C1CN(c2nc(-c3cccs3)nc3sc4c(c23)CCCC4)CCN1	0.3%	20.0%	-9.8%	5.5%	?
O=C(CCN1C(=O)c2ccccc2C1=O)N1CCN(Cc2ccccc2)CC1	8.4%	2.9%	-8.2%	i	7.1%
Nc1c(Cl)cc(C(=O)NC2CC2)cc1Cl	nt	nt	-14.1%	i	nt
C[C@H]1CCC/C=C/C2C[C@H](O)CC2[C@H](O)/C=C/C(=O)O1 (stereo partly specified)	-4.9%	1.1%	1.6%	8.1%	0.5%
O=C(O)CCC1OC(=O)C(O)=C1c1ccccc1 (stereo unspecified)	16.2%	2.1%	-5.3%	1.3%	-4.0%
Cc1nnc(NC(=O)c2c(-c3ccccc3Cl)noc2C)s1	1.6%	25.0%	-0.3%	0.2%	0.1%
O=C(Cc1ccccc1)Nc1cccc(NC(=O)c2cccs2)c1	1.8%	55.1%	-8.6%	0.6%	1.9%
COc1ccc(C(=O)NNC(=O)C2CCCO2)cc1 (stereo unspecified)	7.2%	-9.0%	15.0%	i	1.7%
COc1ccc(-c2noc(CN3CCCC(OCc4ccccn4)C3)n2)cc1 (stereo unspecified)	-5.6%	30.5%	-0.1%	0.9%	-5.0%

By substructure, the compounds so far containing a Cl atom
SMILES	PhoP GFP inhibition	tuberculosis growth	H1N1 NS1A inhibition	VEEV TC-83 Vero	H37Rv inhibition	others
O=C(CCn1nnnc1CN1CCOCC1)N1CCC(c2ccccc2Cl)C1 (stereo unspecified)	-11.9%	13.5%	-11.3%	3.9%	-21.7%
CN1C2CCC1CC(OC(=O)c1cc(Cl)cc(Cl)c1)C2 (stereo unspecified)	14.4%	5.1%	-3.4%	3.9%	3.4%
COc1ccccc1N(CC(=O)NC(C)(C)C)C(=O)c1ccc(Cl)nc1	11.8%	-7.7%	-7.4%	0.5%	-7.3%
CCC(C(=O)OC)n1cnc2c(cnn2-c2ccc(Cl)cc2)c1=O (stereo unspecified)	-6.3%	-5.2%	1.6%	0.3%	-6.2%
N#Cc1c(Cl)nsc1NCCN1CCOCC1	6.3%	-14.7%	-6.4%	1.9%	-4.6%
O=C1CN(S(=O)(=O)c2cccc(Cl)c2Cl)CCN1	nt	nt	-13.1%	2.1%	nt
COc1cccc(NC(=O)Cn2c(CCC(=O)O)ccc2-c2ccc(Cl)cc2)c1	-0.7%	5.1%	-1.4%	0.3%	-1.1%
CC(C)(C)NC(=S)N/N=C/c1c(Cl)cccc1Cl	1.1%	-4.9%	-17.8%	i	5.5%
Nc1c(Cl)cc(C(=O)NC2CC2)cc1Cl	nt	nt	-14.1%	i	nt
Cc1nnc(NC(=O)c2c(-c3ccccc3Cl)noc2C)s1	1.6%	25.0%	-0.3%	0.2%	0.1%
